High-throughput results as filed in PubChem.
APE1 inh: APE1 (human) endonuclease inhibition; actives 0.35% (n = 350,000); AID 2517; Potency, µM (doses to about 65.8 µM), inactives show at the highest dose activity change, negative = inhibition, actives largely listed as inhibitors; recombinant APE1, TAMRA/BHQ-2 abasic DNA cleavage fluorescence;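 further: potency means the concentration at half of the fitted maximal effect; plate controls were vehicle for no effect and reference inhibitor for full effect; nearly all actives have a fitted effect of over 55% in size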
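Incision of a quenched TAMRA/BHQ-2 THF abasic-site duplex (50 nM) by 0.75 nM APE1, after 15 min compound preincubation, measured as fluorescence increase over three 60 s reads. Values normalized to buffer, DMSO and NSC13755 control wells.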
BLM inh: blocks DNA unwinding by human BLM helicase; Potency, µM (series often up to 56.1 µM), inactives show at the highest dose activity change, negative = inhibition, hits mostly inhibitors; recombinant BLM DNA unwinding, fluorescence dequenching; actives 0.2% (n = 350,000); P54132;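 further: potency means the concentration at half of the fitted maximal effect; plate controls were vehicle for no effect and no enzyme for full effect; nearly all actives have a fitted effect of over 35% in size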
Target sequence (P54132 whole entry, looked up): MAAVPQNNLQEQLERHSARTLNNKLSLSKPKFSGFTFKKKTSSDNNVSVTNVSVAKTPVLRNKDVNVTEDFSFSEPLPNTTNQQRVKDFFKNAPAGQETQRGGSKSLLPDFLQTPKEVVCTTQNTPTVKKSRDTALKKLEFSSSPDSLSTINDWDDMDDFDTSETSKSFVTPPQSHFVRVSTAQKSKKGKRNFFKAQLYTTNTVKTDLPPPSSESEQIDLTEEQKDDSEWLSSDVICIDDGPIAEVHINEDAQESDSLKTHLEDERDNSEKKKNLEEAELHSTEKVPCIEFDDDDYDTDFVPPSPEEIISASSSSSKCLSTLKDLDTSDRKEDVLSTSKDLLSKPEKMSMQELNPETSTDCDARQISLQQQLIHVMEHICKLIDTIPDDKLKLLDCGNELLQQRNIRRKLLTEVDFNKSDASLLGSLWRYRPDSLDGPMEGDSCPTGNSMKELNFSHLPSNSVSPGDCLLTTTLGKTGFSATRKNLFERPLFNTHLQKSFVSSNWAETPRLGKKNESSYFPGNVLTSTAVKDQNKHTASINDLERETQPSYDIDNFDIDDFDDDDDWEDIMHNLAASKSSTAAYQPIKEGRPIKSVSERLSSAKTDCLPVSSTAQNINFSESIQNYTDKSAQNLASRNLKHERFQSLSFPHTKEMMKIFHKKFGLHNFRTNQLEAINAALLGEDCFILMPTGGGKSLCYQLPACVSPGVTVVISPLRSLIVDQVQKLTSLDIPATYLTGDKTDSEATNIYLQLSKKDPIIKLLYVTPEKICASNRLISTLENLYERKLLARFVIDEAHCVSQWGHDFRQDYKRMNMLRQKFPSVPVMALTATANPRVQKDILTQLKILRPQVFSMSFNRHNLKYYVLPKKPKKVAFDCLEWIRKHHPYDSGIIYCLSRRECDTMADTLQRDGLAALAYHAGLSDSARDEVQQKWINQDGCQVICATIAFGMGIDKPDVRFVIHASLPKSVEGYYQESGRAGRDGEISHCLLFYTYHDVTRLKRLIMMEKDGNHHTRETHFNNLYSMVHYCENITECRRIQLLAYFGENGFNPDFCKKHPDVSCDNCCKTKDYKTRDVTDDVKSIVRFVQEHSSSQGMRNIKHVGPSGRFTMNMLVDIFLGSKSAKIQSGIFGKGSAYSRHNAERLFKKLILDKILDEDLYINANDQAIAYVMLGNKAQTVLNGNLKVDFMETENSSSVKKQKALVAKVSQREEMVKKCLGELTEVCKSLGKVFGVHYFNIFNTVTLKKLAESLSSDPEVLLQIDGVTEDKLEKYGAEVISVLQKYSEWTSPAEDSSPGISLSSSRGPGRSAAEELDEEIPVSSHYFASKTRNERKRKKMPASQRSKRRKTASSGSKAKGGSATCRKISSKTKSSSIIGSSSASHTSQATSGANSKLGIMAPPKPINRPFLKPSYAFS
POLH inh: blocks human DNA polymerase eta activity | Q9Y253 | recombinant Pol eta, fluorescent DNA replication assay | Potency, µM (titrated, usually from 114 µM), without a hit: at the top dose activity change, negative = inhibition, usual class: inhibitors | actives 1.2% (n = 390,000); further: potency means the concentration at half of the fitted maximal effect; on the % scale 0 is the no-effect control and ±100 the full control effect
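Pol eta at 10 nM preincubated with compounds 15 min at room temperature; reaction started with fluorescent substrate (50 nM final) and read kinetically at 0 and 10 min.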
POLB inh: blocks human DNA polymerase beta activity | Pol beta primer extension/strand displacement, fluorescence kinetic | Potency, µM (titrated, usually from 114 µM), for the others: at the top dose activity change, negative = inhibition, hits mostly inhibitors | actives 1.3% (n = 340,000) | AID 485314; further: potency means the concentration at half of the fitted maximal effect; on the % scale 0 is the no-effect control and ±100 the full control effect
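Kinetic readout of DNA synthesis with strand displacement by Pol beta. Compound and 10 nM enzyme sit 15 min at room temperature; 50 nM substrate starts the reaction, read immediately and at 10 min.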
Anesthetic bind: candidate novel general anesthetic via apoferritin binding; P02791; apoferritin/1-aminoanthracene competitive binding, fluorescence; Potency, µM (doses to about 77.5 µM), without a hit: at the top dose activity change, negative = displacement, hits mostly inhibitors; actives 0.074% (n = 350,000); further: potency means the concentration at half of the fitted maximal effect; on the % scale 0 is the no-effect control and ±100 the full control effect; nearly all actives have a fitted effect of over 20% in size
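Steps: apoferritin (10 uM) was premixed with half-saturated 1-AMA in PBS, compounds were pin-transferred, plates stood 10 min at room temperature, fluorescence was read at 380/535 nm, and curves were fitted with a Hill equation.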
Pol kappa inh: inhibitors of human DNA polymerase kappa. Q9UBT6. actives 0.53% (n = 400,000). AID 588579. purified Pol kappa, fluorescent DNA synthesis assay, 10 min. Potency, µM (highest dose often 107 µM), for the others: at the top dose activity, negative = inhibition, usual class: inhibitors; further: potency means the concentration at half of the fitted maximal effect; on the % scale 0 is the no-effect control and ±100 the full control effect
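Enzyme at 10 nM met test compounds for 15 min at room temperature. Substrate addition (50 nM final) began the reaction, which was monitored by fluorescence at 0 and 10 min.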
LDHA inh: inhibitors of human lactate dehydrogenase A; P00338; purified LDHA, NADH/diaphorase-resazurin fluorescence; active compounds read low; activity change, % (values are at about 110 or 230 µM); actives 0.15% (n = 480,000); in the data active means activity change below about -30%; inconclusive means mostly about -25% to -30%;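 further: plate controls were DMSO wells for no effect and wells without enzyme for full effect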
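Enzyme activity of human lactate dehydrogenase 5 (2 nM; 0.06 mM NADH, 0.2 mM pyruvate, 5 min, RT) is measured via a resazurin/diaphorase fluorescence readout of residual NADH.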
GRP78 ERSR act: induces the endoplasmic reticulum stress response in human glioma cells. U87-MG GRP78 promoter luciferase reporter, 16 h. actives 0.02% (n = 420,000). Potency, µM, inactives show at the highest dose activation, actives largely listed as activators; further: potency means the concentration at half of the fitted maximal effect; series mostly up to about 76 µM; % of control where 0% means no effect; nearly all actives have a fitted effect of over 35% in size
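ERSR induction read as luciferase luminescence (Bright-Glo, 10 min at room temperature) in stably transfected human U87-MG glioma cells exposed to compounds for 16 h, using GRP78 as sensor.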
POLI inh: blocks human DNA polymerase iota activity; Q9UNA4; Pol iota fluorescent replication assay, 10 min; Potency, µM (highest dose often 115 µM), inactives show at the top dose activity, negative = inhibition, usual class: inhibitors; actives 1% (n = 390,000); further: potency means the concentration at half of the fitted maximal effect
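Pol iota at 10 nM preincubated 15 min with compounds at room temperature; reaction started with fluorescent substrate, 50 nM final. Fluorescence read kinetically at 0 and 10 min; buffer-only wells as negative control.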
Numbers without * were called inactive; u = inconclusive; x = no result given; & = joins results of further samples; [ ] = remark or other dose. Unless noted, the call rests on the fitted dose curve; in most records, active means well fitted curve in the direction sought with a large enough effect; inconclusive means small, poorly fitted or top-dose-only effect, or another doubt; inactive means no such curve, though single readings can be large; an effect the other way counts as inactive or inconclusive. An excerpt, so the mix of outcomes need not match the whole.

SMILES	APE1 inh	BLM inh	POLH inh	POLB inh	Anesthetic bind	Pol kappa inh	LDHA inh	GRP78 ERSR act	POLI inh
Fc1ccccc1CNC(=S)NC1CCCCC1	-7%	-7%	-17%	27%	-8%	-8%	-11	0%	-8%
CC(C)(C)c1ccc(C(=O)NCCC(=O)NNC(=O)COc2ccc(F)cc2)cc1	2%	x	-20%	x	x	-5%	-13	-6%	-6%
NC(=O)CNCCC(c1ccccc1)c1ccccc1	u	-10%	-12%	16%[57.1 µM]	x	-18%[60.1 µM]	-6	-1%&-3%	23%
Cn1c(=O)c2c(nc(CN3CCN(C(=O)c4ccco4)CC3)n2Cc2ccccc2F)n(C)c1=O	0%	0%	-13%	10%	-9%	-9%	0	-4%	u
O=C(Nc1ccccc1)C(Cc1ccccc1)c1ccccc1 (stereo not given)	x	x	-21%	x	x	-17%	-4	-6%	1%
COc1ccccc1C(=O)NCCC(=O)N(C)Cc1cccs1	-5%	x	-5%	x	x	-16%	-3	-2%	21%
C/C(=N\NC(=S)Nc1ccc(F)cc1)c1ccc2c(c1)OCCO2	3%	-6%	-13%	21%	-11%	4%	-2	1%	10%
O=C(COc1c(Cl)cccc1Cl)NN1C(=O)CSC1=S	-6%	-7%	-5%	-19%	-7%	-2%	-2	-1%	18µM*
CCn1cc(S(=O)(=O)c2ccc(OC)cc2)c(=O)c2cc(F)c(N3CCC(C)CC3)cc21	x	-8%	-18%	9%	u	u	5	-4%	41%[activator]
CCCCc1nnc(SCc2cc(=O)c3cc(C(=O)OCC)ccc3[nH]2)n1C	x	0%	-11%	69%	-2%	-7%[60.1 µM]	0	-3%	5%
COc1ccc(NC(C)C(=O)N/N=C/c2cc(Br)ccc2OC)cc1 (stereo not given)	24%	-7%	-21%	-20%	-10%	-9%	0	-6%	65%[activator]
CCOc1ccc(NC(=O)c2ccc3c(SCC(=O)O)c4c(nc3c2)CCC4)cc1	x	-1%	0%	u	-3%	-43%	-4	2%	u
CC(C)(C)NC(=O)C(c1cccs1)N(Cc1ccc(F)cc1)C(=O)c1csnn1 (stereo not given)	-4%	-6%	-6%	1%	-11%	-2%	-3	-1%	97%[activator]
Cc1ccc(NC(=O)CCN2C(=O)NC(C)(C)C2=O)cc1F	2%	x	-5%	x	x	8%	-6	-3%	6%
N[C@H](C(=O)O)[C@@H]1C[C@@H]1C(=O)O	-4%&-2%	-2%&-1%	x	x	x	-10%&-7%[19.4 µM]	x	-3%&-3%	x
O=C(NCCN1CCOCC1)c1cc(-c2ccc(Cl)cc2)on1	-4%	2%	2%	2%	-10%	-2%	-10	-1%	20%
O=C(Nc1cc(Cl)ccc1-n1cncn1)c1ccco1	x	x	-8%	x	x	4%	-3	-4%	-11%
CN(C)CCN(C(=O)c1cccs1)c1nc2cc3c(cc2s1)OCCO3	9%	0%	-9%	11%	-6%	-10%	0	0%	2%
CC1CCCCC1NC(=O)c1ccc(S(=O)(=O)NNC(=O)c2ccncc2)cc1 (stereo not given)	1%	-1%	-13%	-4%	-13%	9%	5	-4%	29%
CCN1CCN(c2ncc(C(=O)N3CCCc4ccccc43)c3ccccc23)CC1	13%	-6%	-6%	28%	-16%	4%	-1	-1%	11%
COc1ccc(N2CCN(C(=O)COCC(=O)O)CC2)cc1	20%	3%	-13%	26%	-1%	7%	1	0%	-5%
CC(OC(=O)C1CCN(S(=O)(=O)c2ccc(Cl)cc2)CC1)C(=O)NC1CCCCC1C (stereo not given)	32%	-2%	-10%	-23%	-15%	-6%	-4	-5%	0%
O=C(CSc1ccc2nnc(CCNC(=O)c3ccc(F)cc3)n2n1)NCc1ccco1	-26%	-4%	7%	-15%	0%	-25%	-4	-4%	-10%
COc1ccc(OC)c(-c2ccc(C(=O)O)o2)c1	-2%[120 µM]	1%[120 µM]	x	x	-5%[163 µM]	-16%	x	-2%	x
Cc1ccc(N=Cc2c(O)c3ccccc3oc2=O)c(C)c1	28%	-1%	-11%	-28%	-6%	0%	1	3%	12%
SMILES	APE1 inh	BLM inh	POLH inh	POLB inh	Anesthetic bind	Pol kappa inh	LDHA inh	GRP78 ERSR act	POLI inh
COc1ccc(N2CCN(C(c3cccs3)C(C)NC(=O)c3ccco3)CC2)cc1 (stereo not given)	8%	-6%	-6%	0%	-6%	-20%	5	-2%	-19%[58.9 µM]
Cc1ccc(SCCC(=O)NCc2ccccn2)cc1	-5%	2%	-18%	11%	-12%	5%	0	-6%	146%[activator]
CCOC(=O)C1=C(CC)Nc2ccccc2N=C1NC(=O)c1ccc(OC)c(S(=O)(=O)N2CCCCC2C)c1 (stereo not given)	-5%	-11%	-19%	1%	-17%	5%	-4	-4%	-6%
O=C(NCc1ccccc1Cl)c1cnc2n(c1=O)CCS2	-3%	-6%	-6%	4%	5%	5%	-12	-6%	8%
O=C(O)CCC(=O)Nc1ccc(C(=O)OCC(=O)c2ccc(Cl)cc2Cl)cc1	4%	-3%	-14%	-14%	u	-5%	-13	-1%	29%
COc1ccc(Cl)cc1NC(=O)c1cnc(SC)nc1-c1ccccc1	x	1%	-19%	3%	-14%	-1%	5	-4%	3%
CC(C)Nc1nc(-c2ccncc2)nc(-c2ccccc2)c1C#N	40%	-6%	1%	u	4%	-6%[60.1 µM]	-3	7%	2%
CCNCc1nc2cc(Cl)ccc2c(=O)[nH]1	20%	3%	4%	12%	-2%	-10%	7	-4%	-17%
O=C(C=NNc1ccccc1)c1ccccc1	x	x	-22%	x	x	2%	-7	-5%	15%
OCCN1CCN(c2ncnc3c2cnn3-c2cccc(Cl)c2)CC1	x	4%	-13%	29%	3%	-8%[60.1 µM]	-7	4%	10%
CCOc1cc(CNC(=O)NC2COc3ccccc3C2)cc(OCC)c1OCC (stereo not given)	x	-4%	-13%	5%	-7%	-3%[60.1 µM]	1	-2%	7%
Nc1c(C(=O)c2ccccc2)sc2nsc(SCCN3CCCC3)c12	-1%	-16%	-13%	-12%	-8%	-3%	-10	u	20%
COC(=O)c1cc(C)nc(Sc2ccccc2N)n1	5%	4%	-12%	4%	-13%	5%	0	7%	-1%
CC(NCC(O)COC1CCC(C(C)(C)C)CC1)c1ccccc1 (stereo not given)	7%	-5%	-27%	3%	-23%	-5%	0	-5%	13%
CCCCn1c(N)c(N(CCOC)C(=O)C2CC(=O)N(Cc3ccco3)C2)c(=O)[nH]c1=O (stereo not given)	-3%	x	-21%	x	x	10%	-4	-4%	7%
CCN(CC)CCN1C(=O)C(=O)/C(=C(/O)c2cnn(-c3ccccc3)c2C)C1c1cccnc1 (stereo not given)	-1%	1%	8%	-10%	3%	-7%	-3	-1%	10%
CCC(C)(C)n1nnnc1CN(Cc1cccs1)Cc1cc2cc(OC)ccc2[nH]c1=O	-5%	-4%	-14%	1%	144%[activator]	-4%[60.1 µM]	-2	-1%	9%
CN(Cc1ccccc1F)C(=O)c1cccc(NC(=O)CC2SC(N3CCCCC3)=NC2=O)c1 (stereo not given)	x	x	6%	x	x	-7%	-3	-4%	u
Cc1cccnc1NC(=O)C1c2ccccc2Oc2ccccc21	8%	-9%	-3%	1%	-10%	-14%	-5	-5%	4%
O=C(COc1ccc(Cl)cc1Br)Nc1nnc(C2CC2)s1	13%	x	-7%	x	x	-17%	-6	-1%	18%
Nc1ccc(/C=C/c2ccc3ncccc3c2)cc1	55%[activator]	-8%	-3%	11%	3%	-3%&-1%	1	-7%&-10%	-18%&12%
COCc1nnc(NC(=O)c2ccc(S(=O)(=O)N3CCOCC3)cc2)o1	-1%	-3%	-11%	20%	-2%	10%	3	2%	12%
CCCc1nn(C)c(C(=O)Nc2cccc(Cl)c2)c1Cl	0%	-3%	-25%	30%	-9%	-6%	-1	-2%	10%
CCC(C)N=C1Sc2nc3ccc(C)cc3cc2CN1CCOC (stereo not given)	-1%	-1%	-17%	4%	-16%	-10%	1	-2%	19%
CC(C)c1cc(/C=C(\C#N)C(=O)NCCCc2ccccc2)cc(C(C)C)c1O	-3%	x	x	x	-7%	1%[19.4 µM]	x	-4%	x
SMILES	APE1 inh	BLM inh	POLH inh	POLB inh	Anesthetic bind	Pol kappa inh	LDHA inh	GRP78 ERSR act	POLI inh
C#CCNC(=O)C1=C[C@H](c2cn(C(C)=O)c3ccccc23)C[C@H](OCc2ccc(CO)cc2)O1	-4%	-18%	-22%	-12%	-6%	-5%	2	0%	6%
CCC(C)C(NC(=O)c1ccccc1NC(=O)c1ccco1)C(=O)O (stereo not given)	-3%	2%	-9%	2%	-17%	-6%	-13	-2%	4%
Cc1ccc(-c2nc3ncccn3c2NC(=O)C2CC2)cc1	-5%	-2%	3%	19%	183%[activator]	-4%	1	-2%	10%
O=C(CCc1ccc(O)c(O)c1)NNC(=S)Nc1ccc(Br)cc1Cl	-4%	-1%	9%	u	-7%	-20%	5	7%	u
CC(OC(=O)c1oc2ccccc2c1CSC1CCCCC1)C(=O)NC(N)=O (stereo not given)	3%	3%	-1%	-11%	-6%	-19%	-5	-2%	21%
COc1ccc(N(CC(=O)NCC2CCCO2)S(=O)(=O)c2ccccc2)cc1OC (stereo not given)	61%[activator]	1%	-4%	-13%	15%	2%	-4	-5%	23%
CN1CCN(C(=O)c2cccc(NS(=O)(=O)c3ccc(Br)cc3)c2)CC1	30%	x	-14%	x	x	-1%	-2	5%	38%[activator]
Cc1onc(-c2c(Cl)cccc2Cl)c1C(=O)c1ccccc1	-1%	-14%	-22%	1%	-3%	-1%	-1	-10%	36%[activator]
